# Screening data (PubChem)
# CHRM4 PAM = human M4 muscarinic receptor positive allosteric modulators, primary screen, CHO-K1 cells, Fluo-8 calcium fluorescence | CHO-K1 hM4/Gqi5, ACh EC20; 0% = ACh EC20, 100% = maximal ACh | activation, % at 3 µM | hit rate 0.4% among 360,000 | AID 624126, 2012;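 active = activation above its plate's cutoff, the mean activation of sample wells plus 3 SD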; note: some results filed as inactive read as strong as hits
# Target sequence (P08173 whole entry, looked up): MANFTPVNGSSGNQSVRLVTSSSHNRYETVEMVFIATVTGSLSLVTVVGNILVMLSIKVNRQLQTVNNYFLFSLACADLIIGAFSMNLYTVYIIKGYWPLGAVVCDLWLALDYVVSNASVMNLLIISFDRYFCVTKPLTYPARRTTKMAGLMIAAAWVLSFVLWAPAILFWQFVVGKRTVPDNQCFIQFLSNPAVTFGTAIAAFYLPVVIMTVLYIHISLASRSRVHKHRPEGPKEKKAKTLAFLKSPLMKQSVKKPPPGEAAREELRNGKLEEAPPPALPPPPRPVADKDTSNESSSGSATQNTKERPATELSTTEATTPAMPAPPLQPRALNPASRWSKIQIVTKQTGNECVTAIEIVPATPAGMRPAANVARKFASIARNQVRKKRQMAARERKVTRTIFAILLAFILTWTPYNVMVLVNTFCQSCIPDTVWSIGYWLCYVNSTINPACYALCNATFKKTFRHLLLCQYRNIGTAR
# M4 antag = human M4 muscarinic receptor antagonists, primary screen, CHO cells, Fluo-8 calcium fluorescence. CHO-hM4 cells, ACh EC80. Muscarinic acetylcholine receptor M4 (Homo sapiens), P08173. inhibition, % at 3 µM. hit rate 0.73% among 360,000;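 active = inhibition above its plate's cutoff, the mean inhibition of sample wells plus 3 SD, cut at about 27% in these data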;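 note: 0% = acetylcholine EC80 with DMSO and 100% = DMSO without agonist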
# CHO-K1 Ca antag = nonselective inhibitor or artifact in parental CHO-K1 cells; hit rate 0.6% among 360,000; AID 602250; inhibition, % at 3 µM; ATP-induced calcium, Fluo-8 fluorescence;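 active = inhibition above a per-plate cutoff, the plate's mean sample inhibition plus 3 SD, cut at about 24% in these data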;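 note: 0% = DMSO plus EC80 ATP and 100% = DMSO alone without ATP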
# M5 antag = human M5 muscarinic receptor antagonists, primary screen, CHO cells, Fluo-8 calcium fluorescence; AID 624040, 2012; CHO-hM5 cells, ACh EC80; hit rate 0.59% among 360,000; inhibition, % at 3 µM;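 active = inhibition above a per-plate cutoff, the mean of that plate's test compounds plus 3 SD, cut at about 27% in these data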;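 note: 0% = acetylcholine EC80 with DMSO and 100% = DMSO without agonist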
# Target sequence (P08912 whole entry, looked up): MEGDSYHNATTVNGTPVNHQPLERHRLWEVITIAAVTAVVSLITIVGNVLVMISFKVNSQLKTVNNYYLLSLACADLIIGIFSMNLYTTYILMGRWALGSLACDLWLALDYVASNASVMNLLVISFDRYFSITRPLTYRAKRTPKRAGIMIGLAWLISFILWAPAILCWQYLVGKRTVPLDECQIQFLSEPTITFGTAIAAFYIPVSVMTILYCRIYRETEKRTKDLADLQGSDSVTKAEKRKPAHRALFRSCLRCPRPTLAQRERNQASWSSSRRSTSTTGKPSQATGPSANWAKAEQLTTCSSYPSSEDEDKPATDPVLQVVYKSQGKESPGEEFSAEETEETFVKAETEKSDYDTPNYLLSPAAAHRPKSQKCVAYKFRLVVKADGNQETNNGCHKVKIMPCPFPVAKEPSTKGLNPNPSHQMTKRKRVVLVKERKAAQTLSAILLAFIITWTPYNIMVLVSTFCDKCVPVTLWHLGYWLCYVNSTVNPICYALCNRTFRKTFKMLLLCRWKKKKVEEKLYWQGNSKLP
# M4 ag = human M4 muscarinic receptor agonists, primary screen, CHO-K1 cells, Fluo-8 calcium fluorescence. CHO-K1 hM4/Gqi5; vehicle 0%, full acetylcholine response 100%. activation, % at 3 µM. hit rate 0.14% among 360,000. AID 624127, 2012;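 active = activation above the run mean over all test wells plus 3 SD, cut at about 32% in these data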;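 note: peak over basal fluorescence ratio per well then scaled between controls; 0% = DMSO wells and 100% = acetylcholine at EC100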
# CHRM5 PAM = human M5 muscarinic receptor positive allosteric modulators, primary screen, CHO-K1 cells, Fluo-8 calcium fluorescence. Muscarinic acetylcholine receptor M5 (Homo sapiens), P08912. CHO-K1 hM5, ACh EC20 PAM; 0% = ACh EC20, 100% = ACh EC100. activation, % at 3 µM. hit rate 0.3% among 360,000;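 active = activation above the run cutoff, the mean activation of all test compounds plus 3 SD, cut at about 18% in these data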
#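 Probe or stimulus: acetylcholine, EC20 level; Assay system: human M5 receptor in CHO-K1 cells; Schedule: compound preincubation 140 s before EC20 acetylcholine addition; Technique: intracellular calcium via Fluo-8 fluorescence; Dosing: single-point, 3 µM nominal; Read-out basis: percent activation from peak-over-basal fluorescence ratio, scaled EC20-to-EC100 acetylcholine; Repeats: one well per compound, no replicates.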
# M1 PAM parental = nonselective calcium activators in parental CHO-K1 cells, primary screen, counter-screen for M1 PAM project, cell-based, Fluo-8 calcium fluorescence, full deck, 1536-well; activation, % at 3 µM; ATP EC20; 0% at ATP EC20, 100% at ATP max; hit rate 0.02% among 360,000; AID 602247, 2012;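 active = activation above the run cutoff, the mean activation of all test compounds plus 3 SD, cut at about 40% in these data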;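 note: peak over basal fluorescence ratio in a 140 s read after ATP addition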
# CHRM5 agonist = human M5 muscarinic receptor agonists, primary screen, CHO-K1 cells, Fluo-8 calcium fluorescence | Muscarinic acetylcholine receptor M5 (Homo sapiens), P08912 | CHO-K1 hM5 cells; 0% DMSO wells, 100% maximal acetylcholine response | activation, % at 3 µM | hit rate 0.19% among 360,000 | AID 624037, 2012;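 active = activation above the run's mean over test compounds plus 3 SD, cut at about 23% in these data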;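 note: signal is peak over basal fluorescence ratio across the kinetic read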
# CHO-K1 Ca ag = counter-screen for M1 agonists: effect in parental CHO-K1 cells. Fluo-8 calcium fluorescence; scaled to maximal ATP response, vehicle zero. activation, % at 3 µM. hit rate 0.48% among 360,000. AID 602248, 2012; in the data active = activation above about 15%;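 note: untransfected CHO-K1 host cells lacking M1 receptor as counterscreen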
# Active calls of the source: *.
# Values run as follows: M4 antag	CHRM5 PAM	CHRM4 PAM	M4 ag	M5 antag	M1 PAM parental	CHO-K1 Ca antag	CHRM5 agonist	CHO-K1 Ca ag
- O=C(CCc1ccc(S(=O)(=O)N2CCOCC2)cc1)OCc1nc2ccccc2s1
 : -22	17	-5	13	-7	12	-8	0	4.0
- O=S1(=O)NC(c2ccccc2)CC(CC2CCCCC2)O1 (stereo unspecified)
 : 8	-4	-6	2	6	-7	-9	-4	-0.4
- Cc1cc2oc(=O)cc(CN3CCCCC3)c2cc1Cl
 : -6	2	-6	-1	-5	-1	10	2	0.3
- COc1ccc(N(Cc2ccccc2)S(=O)(=O)c2cccc(C(=O)Nc3ccccn3)c2)cc1
 : 1	-12	7	-1	10	-3	-3	1	-0.6
- Nc1cccc2c1C(=O)N(C(=O)c1ccco1)C2=O
 : 1	-3	-9	0	8	2	3	5	0.2
- CCCC(=O)N1CCC1(C)C(=O)Nc1ccc(OC)c(OC)c1 (stereo unspecified)
 : 0	-5	-2	0	-2	8	-1	0	0.0
- Cc1c(Cl)cccc1NC(=O)CC1SC(=NCC2CCCO2)NC1=O (stereo unspecified)
 : -3	-3	5	0	4	1	5	-6	-0.3
- Cc1nnc(SC(C)C(=O)Nc2ccc3ccccc3c2)n1C (stereo unspecified)
 : -5	4	9	2	5	5	-17	3	0.5
- Cc1ccc(NC(=S)c2ccc(N(C)C)cc2)cc1
 : 2	2	3	1	-4	20	-13	-2	1.1
- O=C1C=C(c2cccs2)C[C@H](c2ccccc2)[C@H]1n1nnc([N+](=O)[O-])n1
 : 9	-4	-5	2	2	10	-4	-6	0.3
- COc1ccc(C(CC(=O)NCCCN2CCOCC2)NS(=O)(=O)c2ccc(C)cc2)cc1 (stereo unspecified)
 : 8	3	6	0	6	4	6	-1	-0.1
- Cc1nc2ccccn2c1-c1csc(NCc2ccco2)n1
 : -2	-16	1	9	-5	-8	-2	1	5.3
- CC1(C)C/C(=N\O)C(C(O)c2cccc([N+](=O)[O-])c2)C(C)(C)N1 (stereo unspecified)
 : -9	10	-1	1	-4	3	-1	-2	0.4
- COc1ccc(CNC(=O)CN2CCN(c3ccccc3O)CC2)cc1OC
 : 2	0	3	2	0	19	-15	-2	4.0
- Cc1ccc(Nc2c(F)c(F)c(F)c(F)c2C(=O)O)cc1
 : 2	4	3	1	-9	15	0	2	0.1
- CCN(CC)S(=O)(=O)c1ccc2c(c1)nc(CCC(=O)Nc1ccc3c(c1)OCO3)n2CC
 : 0	-6	-3	3	8	15	0	-3	9.2
- CC(=O)c1ccc(NC(=O)c2cc(S(=O)(=O)N3CCOCC3)ccc2C)cc1
 : -2	-3	0	7	10	8	-12	-2	3.7
- C/C(CCc1ccc2c(c1)OCO2)=N\NC(=O)c1ccccc1Cl
 : 12	-2	-4	1	3	9	-4	-1	0.8
- CN(C)CCCNC(=S)/N=c1\sccn1Cc1ccccc1Cl
 : -11	-1	3	3	10	6	-12	-6	1.5
- COc1cccc2c1OC[C@@H](CO)[C@H]2N(C)C(=O)Nc1ccccc1
 : 14	-6	-3	1	10	-12	8	1	0.2
- CCOc1ccc(CCNC(=O)COC(=O)c2nc(Cl)ccc2Cl)cc1OCC
 : -25	-3	13	0	5	-16	3	-3	-0.5
- O=C(C1CCCC1)N1CCC(CO)(Cc2ccccc2Cl)CC1
 : -1	-2	0	3	9	7	-3	2	1.1
- COC(=O)[C@]1(C)CCC[C@@]2(C)C3CC[C@@]4(C)C[C@]3(CCC21)CC(=O)N4Cc1ccc(OC)cc1 (stereo partly specified)
 : -5	-1	5	1	7	0	-20	4	0.8
- CC(=O)c1cccc(Nc2nc(-c3cccnc3)cs2)c1
 : 1	-3	0	8	-1	8	12	-5	2.0
- CSCc1c(C(=O)OCC(=O)c2ccc[nH]2)oc2ccccc12
 : -2	1	0	1	-4	-1	13	-3	-0.2
- Cc1ccc(CS(=O)Cc2ccc(C(=O)NCc3ccccc3Br)o2)cc1 (stereo unspecified)
 : -2	0	-3	1	2	-4	-10	-4	1.9
- O=C(NCc1ccccc1)c1c[nH]c2ccc(S(=O)(=O)Nc3ccc4c(c3)OCCO4)cc2c1=O
 : 21	-3	-2	0	11	0	0	0	0.3
- O=C(O)CCN1C(=O)/C(=C\c2cccc(OCc3ccccc3)c2)SC1=S
 : -3	0	-1	3	14	-17	5	-1	0.4
- CCOC(=O)c1c(NC(N)=O)sc(C)c1C
 : -2	6	10	-1	-6	18	-2	-3	0.1
- COc1ccc2c(c1)-c1nc(N)sc1CC2
 : -8	5	9	2	-3	21	-17	-4	0.5

# Quoted at random: 3 entries already listed
# Values run as follows: M4 antag	CHRM5 PAM	CHRM4 PAM	M4 ag	M5 antag	M1 PAM parental	CHO-K1 Ca antag	CHRM5 agonist	CHO-K1 Ca ag
- O=C(C1CCCC1)N1CCC(CO)(Cc2ccccc2Cl)CC1
 : -1	-2	0	3	9	7	-3	2	1.1
- Cc1nc2ccccn2c1-c1csc(NCc2ccco2)n1
 : -2	-16	1	9	-5	-8	-2	1	5.3
- Cc1nnc(SC(C)C(=O)Nc2ccc3ccccc3c2)n1C (stereo unspecified)
 : -5	4	9	2	5	5	-17	3	0.5

# Already shown: 4 of the compounds above.
# Values run as follows: M4 antag	CHRM5 PAM	CHRM4 PAM	M4 ag	M5 antag	M1 PAM parental	CHO-K1 Ca antag	CHRM5 agonist	CHO-K1 Ca ag
- O=C(CCc1ccc(S(=O)(=O)N2CCOCC2)cc1)OCc1nc2ccccc2s1
 : -22	17	-5	13	-7	12	-8	0	4.0
- O=S1(=O)NC(c2ccccc2)CC(CC2CCCCC2)O1 (stereo unspecified)
 : 8	-4	-6	2	6	-7	-9	-4	-0.4
- Cc1cc2oc(=O)cc(CN3CCCCC3)c2cc1Cl
 : -6	2	-6	-1	-5	-1	10	2	0.3
- COc1ccc(N(Cc2ccccc2)S(=O)(=O)c2cccc(C(=O)Nc3ccccn3)c2)cc1
 : 1	-12	7	-1	10	-3	-3	1	-0.6

# Compound profiles (already shown).
# CCOc1ccc(CCNC(=O)COC(=O)c2nc(Cl)ccc2Cl)cc1OCC reads M4 antag = -25; CHRM5 PAM = -3; CHRM4 PAM = 13; M4 ag = 0; M5 antag = 5; M1 PAM parental = -16; CHO-K1 Ca antag = 3; CHRM5 agonist = -3; CHO-K1 Ca ag = -0.5
# O=C(NCc1ccccc1)c1c[nH]c2ccc(S(=O)(=O)Nc3ccc4c(c3)OCCO4)cc2c1=O reads M4 antag = 21; CHRM5 PAM = -3; CHRM4 PAM = -2; M4 ag = 0; M5 antag = 11; M1 PAM parental = 0; CHO-K1 Ca antag = 0; CHRM5 agonist = 0; CHO-K1 Ca ag = 0.3

# Additional results follow:
# Values run as follows: M4 antag	CHRM5 PAM	CHRM4 PAM	M4 ag	M5 antag	M1 PAM parental	CHO-K1 Ca antag	CHRM5 agonist	CHO-K1 Ca ag
- CC1CC(=O)Nc2ccccc2N1C(=O)Nc1ccccc1 (stereo unspecified)
 : -1	-9	0	1	18	-2	-13	-6	0.2
- S=c1[nH]c2ccccc2n2c(=S)[nH]nc12
 : 4	1	3	0	8	11	-13	-1	0.5
- Cc1ccccc1CNC(=O)C(=O)NCC1OCCCN1S(=O)(=O)c1ccc(F)cc1C (stereo unspecified)
 : 2	3	2	2	-4	-7	1	-4	0.9
- COc1ccccc1N(C)S(=O)(=O)c1ccc(C(=O)OCC(=O)NCc2ccco2)cc1
 : 5	-34	-9	13	9	14	-2	-1	6.5
- COc1ccc(OCC(=O)NNC(=O)C(=O)Nc2ccc(C)cc2)cc1
 : 13	0	1	0	9	4	0	-2	-0.4
- CCOC(=O)C1CCN(c2cc(=O)n(-c3ccccc3Cl)c(=O)[nH]2)CC1
 : 12	2	4	1	3	10	-5	1	0.1
- CC(C)c1ccc(COc2ccc(C(=O)N3CCOCC3)cc2)cc1
 : -2	-7	-3	8	5	-5	19	2	6.3
- COc1cccc(-c2nc(SCC(=O)Nc3nc(-c4ccccc4)c(C)s3)[nH]c(=O)c2C#N)c1
 : -15	9	8	3	-8	25	-7	-4	-0.3
- S=C(NCCc1ccccc1)Nc1ccccc1Cl
 : 7	0	16	2	10	8	-4	-6	-0.3
- COc1ccc(/C=C(/NC(=O)c2ccccc2)c2nc3ccccc3[nH]2)cc1OC
 : 0	-6	-3	7	-1	7	11	-3	1.9
- O=C(CN1C(=O)c2cccnc2Oc2ccc(Cl)cc21)Nc1ccccc1F
 : -5	6	0	-1	-3	5	2	6	-0.3
- Nc1ccc2nc(COc3ccccc3)[nH]c2c1
 : 5	-6	-1	0	12	11	-4	0	-0.1
- Cc1cnc(C(=O)OCc2ccc(Br)cc2F)cn1
 : 16	2	6	1	12	3	-13	-2	2.2
- COc1cc(C#Cc2c(-c3cncn3C)n(C)c3ccc(-c4cc(OC)c(OC)c(OC)c4)cc23)cc(OC)c1
 : 18	8	-4	7	6	1	-1	11	-0.1
- COc1ccc(NC(=O)Nc2ccc([N+](=O)[O-])cc2)cn1
 : 0	-13	-9	22	34*	-15	18	8	16*
- O=C(COC(=O)c1ccc(C(F)(F)F)cc1)Nc1cccc(S(=O)(=O)NC2=NCCCCC2)c1
 : -11	-6	-3	6	1	1	-14	1	3.2
- CCn1nc(NS(=O)(=O)c2ccccc2)c2cc3cc(C)ccc3nc21
 : -1	3	5	0	7	-19	7	-2	-0.4
- Cc1cc(Nc2nc3ccccc3[nH]c2=O)n(-c2ccccc2)n1
 : -16	23*	-6	8	-9	11	-6	-2	1.8
- C[C@@H]1CN([C@H](C)CO)C(=O)c2cc(Br)cnc2O[C@@H]1CN(C)Cc1cncnc1
 : -2	-3	1	0	4	16	-5	2	0.4
- O=C(C1CCC(CNc2c(N3CCOCC3)c(=O)c2=O)CC1)N1CCN(c2ccccc2)CC1 (stereo unspecified)
 : -19	0	7	1	-3	16	-13	0	0.4
- CC1C(=NO)C(C)C(c2ccccc2)NC1c1ccccc1 (stereo unspecified)
 : 3	-1	6	-2	3	2	-20	-6	-0.2
- O=C(NC1CCCCC1)C(c1ccncc1)N(CC1CCCO1)C(=O)C(F)(F)F (stereo unspecified)
 : -8	0	-1	0	-1	6	-8	1	-0.1
- CCOC(=O)C(NC(C)=O)(NC(C)C)C(F)(F)F (stereo unspecified)
 : -3	0	-11	0	4	0	5	0	-0.2
- COc1ccc(NC(=O)N2CCN(c3nc(-c4cccc(OC)c4)cs3)CC2)cc1
 : 12	-17	-5	16	17	15	-11	2	11
- Cc1ccc(C(=O)O)cc1NC(=O)CSc1ncnc2sc3c(c12)CCC3
 : -2	-4	2	0	5	18	-10	0	0.6
- CCN(CC)C(=O)C1CCCN(C(=O)c2oc3ccc(C)cc3c2C)C1 (stereo unspecified)
 : -11	1	6	2	4	12	-7	0	1.8
- CN(/N=C/c1ccc(Br)o1)C1=NS(=O)(=O)c2ccccc21
 : 2	1	-1	2	10	0	9	-3	0.5
